NPSR antag: blocks cAMP signaling of the human neuropeptide S receptor | Q6W5P4 | CHO-NPSR cells, cAMP TR-FRET, antagonist mode | Potency, µM (titrated, usually from 38.3 µM), for the others: at the highest dose activity change, negative = inhibition, hits mostly inhibitors | 220,000 tested, 1% active; also: potency is read from the fitted curve at half-maximal effect; % is scaled to controls: 0 for no effect and ±100 for the full control effect; nearly all actives have a fitted effect of over 50% in size; many of its hits are not listed in these tables
IMPase Li inh: membrane-permeable IMPase blocker, potentiated with lithium; 210,000 tested, 0.35% active; AID 1457; CHO-M1 cells, IP1 TR-FRET (IP-One), carbachol + lithium; Potency, µM (series often up to 59.4 µM), for inactives: at the top dose activity, negative = IMPase inhibition, usual class: inhibitors;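 also: IP1 builds up when IMPase is blocked and the TR-FRET signal falls; potency is read from the fitted curve at half-maximal effect; plate controls were basal vehicle for no effect and high inhibitor control for full effect; nearly all actives have a fitted effect of over 50% in size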
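Readout is a homogeneous TR-FRET IP1 immunoassay (Ex 320, Em 665 and 620), where raised cytosolic IP1 lowers signal. Cells were CHO-M1 treated 30 min at 37C with test compounds plus a little lithium; AC50 values came from Hill-equation fitting.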
KinaseGlo FLuc: Kinase-Glo luciferase inhibition (counter-screen); AID 1379; Q27757; 200,000 tested, 0.28% active; Kinase-Glo luciferase, ATP luminescence, 8 min; Potency, µM (highest dose often 38.3 µM), for the others: top-dose activity change, negative = inhibition, usual class: inhibitors; also: potency is read from the fitted curve at half-maximal effect; % is scaled to controls: 0 for no effect and ±100 for the full control effect; nearly all actives have a fitted effect of over 60% in size
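Substrate mix (final 50 mM imidazole pH 7.2, 50 mM KCl, 7 mM MgCl2, 10 uM ATP, 0.01% Tween 20, 0.05% BSA) plus pin-tool compound, then Kinase-Glo detection mix; 8 min ambient, luminescence read.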
Epigenetic derep: epigenetic control regulation, reporter derepression. murine LDR cells, GFP reporter derepression, 30 h. Potency, µM (titrated, usually from 53.9 µM), for inactives: at the top dose GFP activation, most hits filed as activators. 280,000 tested, 0.2% active. AID 1865; also: potency is read from the fitted curve at half-maximal effect; % of control where 0% means no effect; nearly all actives have a fitted effect of over 60% in size
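Murine LDR cells bearing a silenced CMV-driven GFP reporter were exposed to compound for 30 h at 37 C. After PBS washes, GFP-positive cells (20-120 um objects) counted by laser-scanning microplate cytometry.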
HttQ103 aggreg: reduces HttQ103-GFP aggregates in PC12 cells | PC12 HttQ103-GFP aggregates, Acumen cytometry, 40 h | Potency, µM (doses to about 46.1 µM), for inactives: at the top dose activity change, negative = inhibition, usual class: inhibitors | 220,000 tested, 1.1% active; also: potency is read from the fitted curve at half-maximal effect; % is scaled to controls: 0 for no effect and ±100 for the full control effect; nearly all actives have a fitted effect of over 60% in size
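Huntingtin Q103 exon 1–GFP aggregates in induced PC12 cells (100 nM tebufenozide) were quantified by cytometry from lysates, with compounds dosed in titration.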
CBFb-RUNX1 inh: CBF-beta/RUNX1 interaction disruption. 230,000 tested, under 10 active. AlphaScreen CBFb-His/RUNX1-biotin binding, biochemical. Potency, µM (titrated, usually from 59.8 µM), for inactives: top-dose activity, negative = inhibition, most hits filed as inhibitors. Q01196+Q13951; also: % of control where 0% means no effect
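Read-out: AlphaScreen. Format: His-CBF-beta with biotinylated RUNX1 (30 nM each) preincubated 20 min, compound 15 min, Ni-chelate plus streptavidin beads 90 min; room temperature throughout.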
L3MBTL1 block: blocks human L3MBTL1. Q9Y468. AlphaScreen L3MBTL1–H3K9me1 peptide binding. Potency, µM (doses to about 57.1 µM), without a hit: at the highest dose activity, negative = inhibition, hits mostly inhibitors. 230,000 tested, 0.66% active; also: potency is read from the fitted curve at half-maximal effect; % is scaled to controls: 0 for no effect and ±100 for the full control effect; nearly all actives have a fitted effect of over 60% in size
Target sequence (Q9Y468 whole entry, looked up): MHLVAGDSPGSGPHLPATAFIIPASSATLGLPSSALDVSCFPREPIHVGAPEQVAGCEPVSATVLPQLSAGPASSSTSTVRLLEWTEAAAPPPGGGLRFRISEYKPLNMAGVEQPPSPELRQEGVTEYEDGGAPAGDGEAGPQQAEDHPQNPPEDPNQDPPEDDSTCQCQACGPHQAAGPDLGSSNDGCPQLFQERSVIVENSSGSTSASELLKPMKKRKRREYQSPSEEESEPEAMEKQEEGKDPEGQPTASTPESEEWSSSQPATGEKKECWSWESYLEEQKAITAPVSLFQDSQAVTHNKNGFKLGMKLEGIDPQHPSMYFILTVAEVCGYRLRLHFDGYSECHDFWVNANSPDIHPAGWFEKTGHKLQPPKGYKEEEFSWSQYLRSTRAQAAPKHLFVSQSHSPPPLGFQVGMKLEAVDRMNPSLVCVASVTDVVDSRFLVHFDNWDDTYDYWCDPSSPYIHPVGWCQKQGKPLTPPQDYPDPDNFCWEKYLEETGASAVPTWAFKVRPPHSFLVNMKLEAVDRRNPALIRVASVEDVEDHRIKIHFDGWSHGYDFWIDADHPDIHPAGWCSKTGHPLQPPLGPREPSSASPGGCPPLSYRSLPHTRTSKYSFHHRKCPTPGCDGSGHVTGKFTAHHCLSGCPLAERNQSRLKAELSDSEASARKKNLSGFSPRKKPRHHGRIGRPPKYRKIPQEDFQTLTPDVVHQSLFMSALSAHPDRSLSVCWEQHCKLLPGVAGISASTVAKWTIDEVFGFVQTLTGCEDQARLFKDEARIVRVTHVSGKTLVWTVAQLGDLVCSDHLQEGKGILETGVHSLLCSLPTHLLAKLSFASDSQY
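AlphaScreen proximity signal between nickel-chelate acceptor and streptavidin donor beads (final 10 ug/mL) reports binding of 50 nM L3MBTL1 to 75 nM biotin-H3 K9me1 peptide; complex incubated with compounds 30 min at room temperature; cefsulodin titration as control.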
* hit, by the source's call; ? = inconclusive; / = not tested or not shown; [ ] = dose if it differs, or a comment. Calls follow the shape of the dose curve; as a rule, active = well fitted curve in the direction sought with a large enough effect; inconclusive = small, poorly fitted or top-dose-only effect, or another doubt; inactive = no such curve, though single readings can be large; an effect the other way counts as inactive or inconclusive. An excerpt, so the mix of outcomes need not match the whole.

mol	NPSR antag	IMPase Li inh	KinaseGlo FLuc	Epigenetic derep	HttQ103 aggreg	CBFb-RUNX1 inh	L3MBTL1 block
CCCC(=O)NC(C)c1nc2ccccc2n1C(C)C (stereo unspecified)	-6%[46.1 µM]	8%[38.3 µM]	-2%	1.3%	8%	3%	4%
CCOc1ccc(NC(=O)C2CCN(S(=O)(=O)c3c(C)n[nH]c3C)CC2)cc1	-7%[46.1 µM]	7%[38.3 µM]	-3%	1.1%	7%	0%	-3%
CC1=C(C)CC(C(=O)N2CCN(Cc3ccc4c(c3)OCO4)CC2)C(C(=O)O)C1 (stereo unspecified)	-3%	4%	-4%	2.2%	/	-1%	-2%
Cc1cc2c(c(SCC(N)=O)n1)C(=O)OC2	5%	4%	-5%	-1.3%	21%	14%	4%
O=C(CSc1nc(-c2ccccc2)ns1)N1CCOCC1	12%	2%	-3%	-1.1%	-3%	2%	/
CN1CCN(C(=O)c2ccc(C3SCC(=O)N3Cc3ccco3)cc2)CC1 (stereo unspecified)	-1%[46.1 µM]	7%[38.3 µM]	1%	1.0%	9%	?	-2%
COc1cccc(-c2cc(C(F)(F)F)nc(N3CCC(C)CC3)n2)c1	-12%[46.1 µM]	-1%[38.3 µM]	1%	-1.1%	-17%	6%	22%
N#C/C(=C1\CCCN1)c1nc(-c2ccccc2)cs1	-24%[46.1 µM]	47%[activator][38.3 µM]	-4%	-1.8%	3%	-3%	/
Brc1ccc(C2C3=C(Nc4ncnn42)c2ccccc2OC3c2ccncc2)cc1 (stereo unspecified)	?	41%[activator][38.3 µM]	-3%	-2.6%	10µM*	-13%	/
Cc1oc(-c2ccccc2)nc1Cn1cccc1C1=NC(c2ccccc2)CO1 (stereo unspecified)	-29%[46.1 µM]	12%[38.3 µM]	-2%	-0.9%	?	2%	-2%
Cc1cc(-c2cccc([N+](=O)[O-])c2)nc2ccccc12	-13%[46.1 µM]	2%	0%	0.0%	1%	-3%	-3%
CC(=O)COc1cc(C)cc2oc(=O)cc(-c3ccccc3)c12	-9%	7%	-1%	0.9%[10.1 µM]	-5%[9.22 µM]	2%	7%
CCOC(=O)CSC1=C(C#N)C(c2ccccc2)C(C(C)=O)=C(C)N1 (stereo unspecified)	-14%[46.1 µM]	-2%[38.3 µM]	4%	-0.9%	9%	-2%	23%
O=c1c2ccccc2c(-c2ccccc2)nn1-c1ccc(Cl)c(Cl)c1	-29%[46.1 µM]	10%[38.3 µM]	-4%	-1.1%	?	1%	6%
CCOC(=O)c1c(/N=C/N(C)C)sc(C)c1C	1%	-8%	-1%	-0.4%	20%	-10%	16%
CSC1=NSC2=NC(=O)/C(=C\c3coc4ccccc4c3=O)C(=N)N12	-38%	10%	0%	-3.2%	16%	6%	15%
COc1ccc(-n2c(=S)[nH]c(=O)c3cccnc32)cc1	-4%	/	/	0.1%	-10%[9.22 µM]	4%	11%
CCN(C(=O)CN1CCOCC1)C1(C)C(=O)c2ccccc2C1=O	16%	-10%	-3%	-2.0%	-14%	-1%	-1%
Cc1ccc(S(=O)(=O)Oc2ccc(/C=C(/NC(=O)c3ccccc3)C(=O)Nc3ccccc3)cc2)cc1	-24%[46.1 µM]	4%[38.3 µM]	-6%	-2.3%	21%	-3%	-8%
Cc1oc(C(=O)O)cc1COc1ccc2c3c(c(=O)oc2c1C)CCC3	-15%[46.1 µM]	-10%[38.3 µM]	3%	-2.7%	-3%[9.22 µM]	-11%	/
CCOC(=O)c1sc2nc(SCC#N)n(CCCN3CCCC3=O)c(=O)c2c1C	-10%[46.1 µM]	33%[activator][38.3 µM]	-3%	-6.3%	3%	-5%	5%
CCOC(=O)c1sc(=NC(=O)c2ccc(S(=O)(=O)N(C)c3ccccc3)cc2)n(C)c1C	3.2µM*	-1%	-5%	0.0%	5%	-2%	/
Cc1ccc(Br)cc1S(=O)(=O)N1CCN(c2ccccc2)CC1	-13%[46.1 µM]	50%[activator][38.3 µM]	-5%	0.9%	-29%	-1%	14%
CN(C)C(=S)SCC(=O)NCc1ccc(F)cc1	16%	-7%	3%	1.1%	-15%	2%	/
c1ccc(Oc2cccc(OCCCCN3CCCC3)c2)cc1	17%	19%	-1%	-0.9%	-1%	10%	-26%
Cc1ccc(N2CC(C(=O)Nc3ccc(S(=O)(=O)N4CCCC4)cc3)CC2=O)cc1 (stereo unspecified)	-8%[46.1 µM]	17%[38.3 µM]	0%	-1.1%	-4%	4%	9%
COC(=O)NNC(=O)CCCOc1ccc(Cl)cc1Cl	5%	5%	-6%	-1.3%	-6%	-16%	9%
COc1cccc(-n2c(C)n[nH]c2=O)c1	-4%[46.1 µM]	-15%[38.3 µM]	-2%	0.0%	0%	0%	4%
CC1(C)C(C=C(Cl)Cl)C1C(=O)N(Cc1ccc(Cl)cc1)C1CCS(=O)(=O)C1 (stereo unspecified)	-31%	8%	3%	0.9%	?	0%	2%
O=C(NCc1ccco1)/C(=C/c1cccc(C(F)(F)F)c1)c1nc2ccccc2[nH]1	-30%	-4%	2%	0.0%	-6%	-3%	-2%

Quoted from the results shown, ten compounds:
mol	NPSR antag	IMPase Li inh	KinaseGlo FLuc	Epigenetic derep	HttQ103 aggreg	CBFb-RUNX1 inh	L3MBTL1 block
CCOC(=O)c1sc2nc(SCC#N)n(CCCN3CCCC3=O)c(=O)c2c1C	-10%[46.1 µM]	33%[activator][38.3 µM]	-3%	-6.3%	3%	-5%	5%
CCOC(=O)c1sc(=NC(=O)c2ccc(S(=O)(=O)N(C)c3ccccc3)cc2)n(C)c1C	3.2µM*	-1%	-5%	0.0%	5%	-2%	/
Cc1ccc(Br)cc1S(=O)(=O)N1CCN(c2ccccc2)CC1	-13%[46.1 µM]	50%[activator][38.3 µM]	-5%	0.9%	-29%	-1%	14%
CN(C)C(=S)SCC(=O)NCc1ccc(F)cc1	16%	-7%	3%	1.1%	-15%	2%	/
c1ccc(Oc2cccc(OCCCCN3CCCC3)c2)cc1	17%	19%	-1%	-0.9%	-1%	10%	-26%
Cc1ccc(N2CC(C(=O)Nc3ccc(S(=O)(=O)N4CCCC4)cc3)CC2=O)cc1 (stereo unspecified)	-8%[46.1 µM]	17%[38.3 µM]	0%	-1.1%	-4%	4%	9%
COC(=O)NNC(=O)CCCOc1ccc(Cl)cc1Cl	5%	5%	-6%	-1.3%	-6%	-16%	9%
COc1cccc(-n2c(C)n[nH]c2=O)c1	-4%[46.1 µM]	-15%[38.3 µM]	-2%	0.0%	0%	0%	4%
CC1(C)C(C=C(Cl)Cl)C1C(=O)N(Cc1ccc(Cl)cc1)C1CCS(=O)(=O)C1 (stereo unspecified)	-31%	8%	3%	0.9%	?	0%	2%
O=C(NCc1ccco1)/C(=C/c1cccc(C(F)(F)F)c1)c1nc2ccccc2[nH]1	-30%	-4%	2%	0.0%	-6%	-3%	-2%

(next part)
mol	NPSR antag	IMPase Li inh	KinaseGlo FLuc	Epigenetic derep	HttQ103 aggreg	CBFb-RUNX1 inh	L3MBTL1 block
Fc1ccccc1C1c2[nH]c3ccccc3c2CCN1Cc1ccoc1 (stereo unspecified)	?	23%	0%	2.1%	4%[9.22 µM]	-4%	-23%
COc1ccc(NC(=O)CCC(=O)c2ccc(-c3ccccc3)cc2)cc1	-6%[46.1 µM]	32µM*	-6%	-0.9%	12%	1%	0%
COCCn1nnnc1CN(CCc1ccc(OC)c(OC)c1)Cc1cc2ccc(C)cc2[nH]c1=O	-17%[46.1 µM]	4%[38.3 µM]	-3%	-2.6%	12%	-15%	-9%
CC(c1ccon1)N(C)C(=O)CCc1nnc(Cc2ccc(-c3ccccc3)cc2)o1 (stereo unspecified)	4%	20%	2%	-1.0%	1%[9.22 µM]	0%	5%
CCOC(=O)C(C)Sc1nc(-c2ccc(OC)cc2)nc2c1c(=O)n(C)c(=O)n2C (stereo unspecified)	-8%[46.1 µM]	24%[38.3 µM]	3%	0.0%	-22%	5%	-5%
Cc1ccnc(NS(=O)(=O)c2ccc(NC(=O)CSc3nc(-c4ccccc4)cc(=O)[nH]3)cc2)n1	23%	-6%	-1%	-0.1%	-13%	-1%	/
COc1ccc(CCNS(=O)(=O)c2cc(C(=O)O)c(Cl)cc2Cl)cc1	13%	-1%	4%	-0.7%	4%[9.22 µM]	1%	3%
CCOC(=O)Cc1csc(Nc2ccc(Cl)cc2)n1	26%	4%	0%	1.1%	-7%	-4%	-1%
CC1(C)C(=O)Nc2ccccc2N1C(=O)CN1C(=O)NC(CCc2ccccc2)C1=O (stereo unspecified)	5%	-2%	-3%	2.6%	-6%	-8%	?
Cc1ccc(CN(Cc2cc3cc(C)ccc3[nH]c2=O)C(=O)N2CCOCC2)cc1	-13%[46.1 µM]	/	/	-4.7%	18%	5%	-1%
CC(C)CCOc1ccccc1C(N)=O	3%	2%	-2%	0.5%	?	3%	5%
Cc1cc(NC(=O)NN2CCOCC2)nn1-c1c(Cl)cc(Cl)cc1Cl	-15%	/	/	-0.3%	4%[9.22 µM]	6%	-4%
COC(=O)N1[C@H](C)C=C[C@]1(Cc1ccccc1)C(=O)OC	/	-8%	1%	2.0%	/	3%	/
O=C(O)/C=C\C(=O)Nc1cccc(NC(=O)c2ccccc2)c1	4%	-2%	4%	-6.4%	-5%[9.22 µM]	-2%	-15%
Cc1nc2ccccn2c1C(=O)N/N=C/c1cc(C)n(-c2ccc(Br)cc2)c1C	12%[46.1 µM]	17%	2%	0.0%	-3%	-23%	-8%

Entries above with a thiophene ring, fused or not, in the order listed:
mol	NPSR antag	IMPase Li inh	KinaseGlo FLuc	Epigenetic derep	HttQ103 aggreg	CBFb-RUNX1 inh	L3MBTL1 block
CCOC(=O)c1c(/N=C/N(C)C)sc(C)c1C	1%	-8%	-1%	-0.4%	20%	-10%	16%
CCOC(=O)c1sc2nc(SCC#N)n(CCCN3CCCC3=O)c(=O)c2c1C	-10%[46.1 µM]	33%[activator][38.3 µM]	-3%	-6.3%	3%	-5%	5%

Screens from PubChem.
